PKA-R2B activ: activates the human PKA-R2B holoenzyme complex; actives 0.079% (n = 340,000); PKA-R2B holoenzyme dissociation, Cy5-IP20 fluorescence polarization; R2B truncated from residue 108, S112A mutant; 0% DMSO only, 100% 113 µM cGMP; activation, % at 11.4 µM; P22694+P31323;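 active = activation above a cutoff set at the mean over all compounds plus 3 SD, cut at about 18% in these data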;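 note: higher means more holoenzyme dissociation and a rise in polarization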
cardiac RTF act: increases calcium sensitivity of human cardiac regulated thin filaments; P19429+P45379; IANBD-labeled TnC RTF fluorescence at EC20 calcium; 0% EC20 calcium, 100% full calcium; activation, % at 7.2 µM; actives 0.24% (n = 340,000); AID 493008;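 active = activation above the mean over all tested compounds plus 3 SD, cut at about 30% in these data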;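 note: rise in fluorescence read as greater calcium sensitivity of cardiac thin filaments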
Keap1-Nrf2 PPI: inhibitors of human Keap1-Nrf2 protein-protein interaction | Q14145 | Keap1 Kelch-Nrf2 peptide fluorescence polarization, 1536-well | inhibition, % at 9.4 µM | actives 0.15% (n = 340,000) | AID 504523; in the data active = inhibition above about 12%;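 note: human Keap1 Kelch domain with fluorescein labeled Nrf2 9mer peptide probe; 0% = neutral control wells and 100% = peptide positive control; higher means more block of Keap1 binding to Nrf2 peptide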
Target sequence (Q14145 whole entry, looked up, the tested form may be a part): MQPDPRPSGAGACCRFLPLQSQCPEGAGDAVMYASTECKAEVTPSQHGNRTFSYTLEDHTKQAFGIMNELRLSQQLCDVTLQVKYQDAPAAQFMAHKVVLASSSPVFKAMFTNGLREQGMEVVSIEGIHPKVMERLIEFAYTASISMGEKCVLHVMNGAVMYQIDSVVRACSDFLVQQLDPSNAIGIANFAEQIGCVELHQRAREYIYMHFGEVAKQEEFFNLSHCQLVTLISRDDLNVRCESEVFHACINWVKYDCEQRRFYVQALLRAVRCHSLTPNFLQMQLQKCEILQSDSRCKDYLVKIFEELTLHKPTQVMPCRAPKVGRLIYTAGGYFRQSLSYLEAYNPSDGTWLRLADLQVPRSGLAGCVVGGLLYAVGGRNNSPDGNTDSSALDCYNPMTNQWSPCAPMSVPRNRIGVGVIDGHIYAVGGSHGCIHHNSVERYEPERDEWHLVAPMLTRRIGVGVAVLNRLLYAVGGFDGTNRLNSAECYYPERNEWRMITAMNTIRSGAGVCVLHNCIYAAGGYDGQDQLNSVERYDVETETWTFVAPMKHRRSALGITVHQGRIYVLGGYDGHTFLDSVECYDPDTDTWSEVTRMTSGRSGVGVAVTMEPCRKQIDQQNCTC
Rtt109 Vps75: blocks Candida albicans Rtt109/Vps75 acetyltransferase activity. purified Rtt109/Vps75, ThioGlo CoA-SH fluorescence, 4 h. inhibition, % at 34.9 µM. actives 0.16% (n = 330,000). AID 540336;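 active = inhibition of at least 50% in every replicate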
Target sequence (Q5AAJ8 whole entry, looked up): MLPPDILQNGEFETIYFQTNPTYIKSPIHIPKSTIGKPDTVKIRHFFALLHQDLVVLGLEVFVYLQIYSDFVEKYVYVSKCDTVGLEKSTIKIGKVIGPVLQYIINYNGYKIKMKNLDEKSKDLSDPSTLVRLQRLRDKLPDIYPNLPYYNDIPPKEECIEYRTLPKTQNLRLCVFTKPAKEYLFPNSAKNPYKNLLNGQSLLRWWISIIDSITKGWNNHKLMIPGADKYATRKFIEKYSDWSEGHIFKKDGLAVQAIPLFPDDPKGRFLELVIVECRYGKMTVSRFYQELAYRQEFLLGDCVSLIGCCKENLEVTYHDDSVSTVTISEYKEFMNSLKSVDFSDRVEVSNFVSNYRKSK
SR-BI uptake up: SR-BI HDL lipid transfer activation. CHO ldlA[mSR-BI] cells, DiI-HDL uptake fluorescence, 3 h; 100 = double the neutral-control signal. activation, % at 12.5 µM. actives 0.096% (n = 320,000);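 active = mean replicate activation of at least 60% and every replicate at or above 60%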;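 note: 0% = median plate neutral-control signal and 100% = twice that signal; values of inactives mirror those of a sister screen read the other way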
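Assay system: CHO ldlA[mSR-BI] cells, LDL receptor-null, SR-BI overexpressing; medium: Ham's F12 with 0.5% BSA, HEPES 25 mM, pH 7.4; also added: DiI-HDL 10 µg/mL; timing: 3 h uptake period with compound, 37 °C; signal: DiI fluorescence, bottom read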
Cardiac RTF inh: cardiac RTF calcium desensitization; P19429+P45379; IANBD-labeled cardiac RTF, Ca2+ fluorescence; inhibition, % at 7.15 µM; actives 0.12% (n = 340,000); AID 493244;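 active = inhibition above the mean inhibition of all tested compounds plus 3 SD, cut at about 17% in these data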;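 note: assay run at fixed EC70 calcium of 1.6 mM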
LANA DNA inh: inhibitors of KSHV LANA C-terminal domain DNA binding. actives 0.078% (n = 340,000). MBP-C-LANA/FAM-LBS DNA binding, fluorescence polarization. inhibition, % at 9 µM. AID 504423;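 active = highest replicate inhibition at or above 60% at 9 µM, even if other replicates fall short; inactive = all replicates below 60% inhibition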;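 note: 0% = neutral control wells and 100% = 4 µM acridine orange control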
CAL PDZ FP-1: CAL PDZ (human) peptide binding inhibition. Q9HD26. purified CAL PDZ, TMR-peptide fluorescence polarization, 1 h. inhibition, % at 24.9 µM. actives 0.92% (n = 300,000). AID 602252;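 active = mean inhibition of at least 30% with at least half of replicates also reaching 30%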;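 note: 0% = DMSO neutral control and 100% = excess unlabeled competitor peptide PRC23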
CAL PDZ FP-2: blocks peptide binding to human CAL PDZ domain; Q9HD26; purified CAL PDZ, TMR-peptide fluorescence polarization, 1 h; inhibition, % at 20 µM; actives 0.02% (n = 330,000); AID 504414;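 active = highest replicate inhibition of at least 40%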;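 note: plate controls were DMSO neutral control wells for no effect and unlabeled competitor peptide control wells for full effect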
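Control set: unlabelled peptide and DMSO controls / Material: purified CerCALP PDZ construct / Timing: 1 h incubation at room temperature before polarization reading / Doses: 20 µM, one dose / Detection: fluorescence polarization (mP)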
DAGLB inhibitor: diacylglycerol lipase beta (human) inhibition; inhibition, % at 5.17 µM; HEK293T DAGLB membrane lysate, EnzChek fluorogenic substrate; AID 504411; actives 0.059% (n = 340,000); Q8NCG7; in the data active = inhibition above about 34%;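 note: 0% = enzyme with vehicle and 100% = wells lacking enzyme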
Active calls of the source: *; . = not tested or not shown.

Results follow in this order: PKA-R2B activ	cardiac RTF act	Keap1-Nrf2 PPI	Rtt109 Vps75	SR-BI uptake up	Cardiac RTF inh	LANA DNA inh	CAL PDZ FP-1	CAL PDZ FP-2	DAGLB inhibitor
COc1ccc2c(c1)C(NC(=O)C(F)(F)F)CC2=O (stereo not drawn)
→ -2	4	1	-15	-7	-6	0.9	3	-3.6	3
Cc1cc(=O)oc2cc(NC(=O)c3cccc(S(C)(=O)=O)c3)ccc12
→ -3	-5	-3	-11	-53	-5	1.5	1	-3.2	0
COCCNC(=S)Nc1ccc(Cl)c(Cl)c1
→ 5	-2	-2	1	-1	11	1.7	4	-1.5	2
COc1ccccc1CNC(=O)c1cc(S(=O)(=O)N2CCCC2)cn1C
→ -2	2	1	1	-10	-4	-0.3	.	-0.7	-1
COc1cc(C(=O)N/C(=C\c2cn(C)c3ccccc23)C(=O)NCCCn2ccnc2)cc(OC)c1OC
→ -5	-1	0	1	11	3	-0.4	0	-2.0	1
CCOc1ccc(OCC)c(NC(=O)C2CCCN(c3ncccn3)C2)c1 (stereo not drawn)
→ -2	3	0	-7	-20	-2	-1.3	1	0.1	-2
C=CCn1c(O)c(N=Nc2ccccc2O)c2ccccc21
→ -2	8	-7	1	-38	-14	-0.4	-4	0.4	17
C=CCNC(=O)c1c(CSc2ccc(F)cc2)noc1C(=O)NCCC
→ -6	-2	-5	-6	-7	-6	2.4	1	-0.3	-3
O=c1n(Cc2ccccc2Cl)nc2n1-c1ccccc1SC2
→ -1	9	3	0	-33	-5	-1.2	-8	-1.8	-2
CSc1nc(N)c(C#N)c(-c2ccccc2Cl)c1C#N
→ -7	-8	-7	-19	-5	-10	1.5	-4	-2.1	-6

An excerpt from above in order of the cardiac RTF act value, rising:
Structure,cardiac RTF act
C=CCNC(=O)c1c(CSc2ccc(F)cc2)noc1C(=O)NCCC,-2
COc1cc(C(=O)N/C(=C\c2cn(C)c3ccccc23)C(=O)NCCCn2ccnc2)cc(OC)c1OC,-1
C=CCn1c(O)c(N=Nc2ccccc2O)c2ccccc21,8

(further entries)
Results follow in this order: PKA-R2B activ	cardiac RTF act	Keap1-Nrf2 PPI	Rtt109 Vps75	SR-BI uptake up	Cardiac RTF inh	LANA DNA inh	CAL PDZ FP-1	CAL PDZ FP-2	DAGLB inhibitor
CCN1CCN(Cc2ccc(NC(=O)c3cc(NC(=O)c4cnn(-c5ccccc5)c4N)cc(OC)c3)cc2C(F)(F)F)CC1
→ 0	9	-1	7	17	4	1.8	-1	-1.4	2
O=C(CN(c1ccccc1)S(=O)(=O)c1ccccc1[N+](=O)[O-])Nc1cccnc1
→ 8	0	0	0	10	-1	0.6	-1	-3.3	-2
O=S(=O)(c1ccc(F)cc1)N1CCN(S(=O)(=O)c2cccs2)CC1
→ -10	8	3	-8	-6	-5	1.3	-2	-2.3	-2
CSc1ccccc1C(=O)NC1CCCN(c2ccc(C(F)(F)F)cn2)C1 (stereo not drawn)
→ -13	1	-4	1	-23	-2	-0.5	-4	0.3	-4
O=C(CNC(=O)c1ccc(Cl)cc1Cl)OCc1ccccc1
→ 3	3	-1	-3	17	-8	-0.1	-1	-1.9	-1
O=C(Nc1nccs1)C1CC2CCC1C2 (stereo not drawn)
→ 5	12	-3	2	18	-7	-0.1	.	-1.5	-2
COc1cc(C=Nc2ccccc2C(=O)Nc2ccccc2)cc(OC)c1OC
→ 4	1	-1	-43	-6	2	-0.9	-6	0.2	2
O=C(NNC(=O)c1c(O)c2ccccc2[nH]c1=O)c1ccccc1Br
→ -5	0	-4	-7	2	-2	1.1	-4	-1.5	3
O=C(NCc1ccncc1)C1CCC(=O)N(CCc2ccc(Cl)cc2)C1 (stereo not drawn)
→ -5	-6	-3	-1	22	-2	0.5	-7	-0.9	0
COc1ccc(C(c2sc3nc(C)nn3c2O)N2CCc3ccccc3C2)cc1 (stereo not drawn)
→ -7	4	-3	7	5	1	-1.0	-1	-0.1	2
CCOC(=O)c1ccc(NC(=O)CN(c2ccc(C)cc2)S(=O)(=O)c2c(C)nn(C)c2C)cc1
→ 0	2	-2	33	-15	-10	0.1	-2	-4.2	-5
Cn1c(=N)n(CC(O)c2cccc3ccccc23)c2ccccc21 (stereo not drawn)
→ -7	1	5	-1	7	1	-1.2	2	-1.9	-1
C=CCN(C(=O)c1csnn1)C(C(=O)NC1CCCC1)c1ccc(F)cc1 (stereo not drawn)
→ -4	1	1	1	17	5	1.4	0	-2.6	-1
NNc1nc2ccccc2nc1C(F)(F)F
→ -3	4	-5	-7	-1	-13	-0.2	-4	-0.2	0
O=C1c2ccccc2NC(c2ccc(-c3ccc(F)cc3)o2)N1O (stereo not drawn)
→ -3	3	-1	6	-23	-10	4.7	-3	-0.9	0
CC(=O)Nc1ccc2nc(NC(=O)c3cccs3)sc2c1
→ 2	3	-3	-1	-6	-7	-1.3	-6	-4.0	0
CC1CC(C)(C)NC(=S)N1CC(=O)NCc1ccc(F)cc1 (stereo not drawn)
→ 4	5	-2	1	9	-1	0.7	15	-1.7	3
O=C(COc1ccc([N+](=O)[O-])cc1)Nc1ccc2c(c1)OCO2
→ -6	5	-6	-7	3	-8	-0.1	5	.	-4
O=C(NC(=S)NC1CCSC1=O)c1ccc([N+](=O)[O-])cc1 (stereo not drawn)
→ -2	-7	-2	21	-1	2	-0.2	-5	-2.6	-1
COc1cccc(C(C(=O)NC(C)(C)C)N(C(=O)CCC(=O)Nc2cc(C)on2)C2CC2)c1OC (stereo not drawn)
→ -7	-2	-2	4	18	-10	0.7	-9	0.1	2
O=C(N/N=C/c1ccc(Cl)cc1)C1CC12CCC2 (stereo not drawn)
→ 8	5	-4	1	-16	-7	0.8	-5	-2.9	3
CCN1C(=O)[C@H]2[C@@H](c3ccc(-c4ccc(OC)cc4)cc3)N[C@@](CC(C)C)(C(=O)OC)[C@H]2C1=O
→ -8	-3	0	-5	-23	3	0.8	-6	-1.2	-3
CC(C)C[C@H]1CN([C@@H](CC(C)C)CN2CCCC2CN2C(=S)NC[C@@H]2Cc2ccc(O)cc2)C(=S)N1CC1CCCCC1 (stereo partly drawn)
→ -14	-2	0	-8	11	-5	-3.1	8	0.7	-3
CC(=O)Nc1ccc(S(=O)(=O)Nc2cc(C)ccn2)cc1
→ 4	1	-1	6	9	-1	-0.4	-2	-1.1	-1
CN(C)CCNC(=O)CCn1nc(-c2ccc(Cl)cc2)ccc1=O
→ 3	-2	4	4	18	-9	-1.4	-4	-0.6	1
COc1cccc(N(CC(=O)Nc2ccc3c(c2)OCO3)S(=O)(=O)c2ccccc2)c1
→ -2	-5	-5	-6	-6	2	-0.9	-5	.	-1
CC1(NC(=O)CCc2nc3ccccc3c(=O)[nH]2)CCS(=O)(=O)C1 (stereo not drawn)
→ -9	-4	0	5	-10	-1	1.3	-2	-2.1	-1
COc1ccc2[nH]cc(C(=O)N3CCCCC3)c(=O)c2c1
→ -6	10	-5	7	41	0	0.6	0	.	2
Cc1csc(Sc2ccc(C(=O)OCC(=O)Nc3ccc(F)cc3[N+](=O)[O-])cc2[N+](=O)[O-])n1
→ -4	-2	-7	14	6	-8	0.9	0	0.5	2
CN(C1=NC(=O)C(CC(=O)O)S1)c1ccc(O)cc1 (stereo not drawn)
→ -11	0	3	16	13	1	-1.1	12	-1.9	-2
CC(C)CC(=O)NC(=S)Nc1ccccc1C(=O)Nc1ccccc1
→ 0	0	-1	10	15	-2	-0.1	-3	0.7	-2
O=S(=O)(c1ccc(-c2cnc(C3CC3)o2)cc1)N1CCN(c2ccccc2)CC1
→ -5	-4	-6	-5	18	-15	0.1	-2	-2.3	-1
O=C(OCCNc1ccc(C(F)(F)F)cc1[N+](=O)[O-])c1cc2ccccc2oc1=O
→ -2	-3	-21	-8	12	-7	-1.8	1	0.4	0
CCOC(=O)C1CCCN(C(=O)c2cc3cc(Br)ccc3oc2=O)C1 (stereo not drawn)
→ 1	2	-4	-4	-2	7	1.5	-2	-0.4	0
COc1ccc(C(=O)c2ccc(C)cc2)c(OC)c1OC
→ 0	-2	-2	1	-16	1	0.8	-7	31	-4
COc1ccc(C2=C3C(=O)OCC3Cc3ncn(Cc4ccccc4)c32)cc1 (stereo not drawn)
→ -18	-3	-1	-1	7	-1	-1.3	-1	-0.4	-2
CC(Oc1ccccc1)C(=O)N=C1SC2CS(=O)(=O)CC2N1CCc1ccccc1 (stereo not drawn)
→ 5	1	3	-6	-8	1	0.3	-2	-2.7	0
C/C=C/C=C/C(=O)OCC(=O)Nc1ccc(Cl)cc1
→ -2	-2	4	0	17	0	-5.7	3	0.4	-5
Cc1ccc(F)cc1CNC(=O)C1CCC(=O)N(CCc2ccccc2)C1 (stereo not drawn)
→ -8	-1	4	-6	-23	-5	1.6	-4	-2.4	-1
C=CCSc1nnc(NC(=O)CN2C(=O)NC3(CCCC3)C2=O)s1
→ -4	-2	-2	12	21	0	-0.6	.	-0.1	-3
Cc1cccc(C)c1Nc1nnc(SCC(=O)NCc2ccco2)s1
→ -2	1	2	-1	2	-2	-1.1	4	.	0
Cc1ccc(NC(=O)Nc2ccccc2)cc1[N+](=O)[O-]
→ -16	0	-6	0	-16	-1	2.0	-2	-1.2	-5

In the list so far, six contain an aryl thioether with sulfur outside any ring.
Results follow in this order: PKA-R2B activ	cardiac RTF act	Keap1-Nrf2 PPI	Rtt109 Vps75	SR-BI uptake up	Cardiac RTF inh	LANA DNA inh	CAL PDZ FP-1	CAL PDZ FP-2	DAGLB inhibitor
C=CCNC(=O)c1c(CSc2ccc(F)cc2)noc1C(=O)NCCC
→ -6	-2	-5	-6	-7	-6	2.4	1	-0.3	-3
CSc1nc(N)c(C#N)c(-c2ccccc2Cl)c1C#N
→ -7	-8	-7	-19	-5	-10	1.5	-4	-2.1	-6
CSc1ccccc1C(=O)NC1CCCN(c2ccc(C(F)(F)F)cn2)C1 (stereo not drawn)
→ -13	1	-4	1	-23	-2	-0.5	-4	0.3	-4
Cc1csc(Sc2ccc(C(=O)OCC(=O)Nc3ccc(F)cc3[N+](=O)[O-])cc2[N+](=O)[O-])n1
→ -4	-2	-7	14	6	-8	0.9	0	0.5	2
C=CCSc1nnc(NC(=O)CN2C(=O)NC3(CCCC3)C2=O)s1
→ -4	-2	-2	12	21	0	-0.6	.	-0.1	-3
Cc1cccc(C)c1Nc1nnc(SCC(=O)NCc2ccco2)s1
→ -2	1	2	-1	2	-2	-1.1	4	.	0
